# DNMT1 block – inhibitors of human DNMT1 | P26358 | DNMT1 molecular beacon, Hinp1I cleavage, fluorescence | inhibition (reported as % activation of signal), % at 10 µM | 360,000 compounds, 0.83% hits; in the data active = inhibition above about 50%
# STEP block – inhibitors of human striatal-enriched phosphatase STEP | 360,000 compounds, 0.25% hits | inhibition, % at 20 µM | P54829 | recombinant STEP, OMFP fluorogenic substrate, fluorescence;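 active = inhibition at 20 µM, scaled per plate between control wells, above about 37%, limit read from the data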;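 note: 0% = DMSO with enzyme and substrate and 100% = substrate only without enzyme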
# Target sequence (P54829 whole entry, looked up): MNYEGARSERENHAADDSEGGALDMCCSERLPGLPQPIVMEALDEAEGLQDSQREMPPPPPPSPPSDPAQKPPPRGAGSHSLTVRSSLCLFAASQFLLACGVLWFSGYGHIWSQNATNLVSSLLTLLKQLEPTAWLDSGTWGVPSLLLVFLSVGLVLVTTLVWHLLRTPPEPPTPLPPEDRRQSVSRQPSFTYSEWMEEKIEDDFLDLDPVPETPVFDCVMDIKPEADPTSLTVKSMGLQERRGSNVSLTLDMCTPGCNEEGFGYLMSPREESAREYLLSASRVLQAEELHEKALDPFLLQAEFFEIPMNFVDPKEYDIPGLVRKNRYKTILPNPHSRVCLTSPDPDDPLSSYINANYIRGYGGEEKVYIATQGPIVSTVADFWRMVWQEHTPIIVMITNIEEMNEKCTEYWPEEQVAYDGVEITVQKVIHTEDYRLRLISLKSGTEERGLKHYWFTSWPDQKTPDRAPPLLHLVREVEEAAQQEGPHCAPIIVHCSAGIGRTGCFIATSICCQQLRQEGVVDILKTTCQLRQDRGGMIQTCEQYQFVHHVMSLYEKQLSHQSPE
#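 Also added – OMFP at 25 µM · Test system – STEP tyrosine phosphatase · Technique – FITC-channel fluorescence of OMFP product · Schedule – 20 min at room temperature, dark · Evaluation – control-normalized % inhibition with plate pattern correction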
# Scp1 inh – inhibitors of human Scp-1 phosphatase; Recombinant Scp1, phosphopeptide, malachite green phosphate absorbance; inhibition, % at 20 µM; 340,000 compounds, 0.88% hits;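 active = inhibition above about 50% at 20 µM, limit read from the data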;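 note: plate controls were DMSO wells with enzyme for no effect and wells lacking enzyme for full effect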
# Target sequence (Q9GZU7 76-261 limits assumed): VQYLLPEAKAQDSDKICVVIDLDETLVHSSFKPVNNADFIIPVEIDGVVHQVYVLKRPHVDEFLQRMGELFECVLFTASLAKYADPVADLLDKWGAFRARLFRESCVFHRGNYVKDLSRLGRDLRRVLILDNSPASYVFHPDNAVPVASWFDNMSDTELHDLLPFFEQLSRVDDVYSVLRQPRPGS
#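 Material – SCP-1 phosphatase catalytic domain, residues 76-261 · Buffer or medium – Acidic Tris acetate buffer with magnesium and detergent · Also added – Phospho 17-mer peptide substrate · Compound – single 20 µM dose, 1% DMSO · Times – 45 min room-temperature reaction, 5 min colour, 30 min stabiliser · Technique – Phosphate-binding colour reagent, absorbance read at 630 nm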
# NadD inh – NadD (S. aureus) enzyme inhibition; inhibition, % at 20 µM; 360,000 compounds, 0.78% hits; AID 602399; purified NadD enzyme, colorimetric absorbance read-out; in the data active = inhibition above about 26%; note: some compounds past the cut are filed as inactive
# LMPTP block – blocks human LMPTP phosphatase; 360,000 compounds, 0.22% hits; inhibition, % at 20 µM; recombinant LMPTP-A, OMFP fluorogenic substrate, fluorescence intensity; P24666; AID 651560;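 active = compounds that cut the enzyme signal by at least half of the control window in the single-dose screen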;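 note: plate controls were DMSO wells with enzyme plus substrate for no effect and substrate without enzyme for full effect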
# Target sequence (P24666 whole entry, looked up): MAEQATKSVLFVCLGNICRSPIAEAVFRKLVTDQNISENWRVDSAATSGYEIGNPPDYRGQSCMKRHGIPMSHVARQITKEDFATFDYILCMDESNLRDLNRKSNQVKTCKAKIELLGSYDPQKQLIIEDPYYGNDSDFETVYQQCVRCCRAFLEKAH
#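 Test system: LMPTP-A phosphatase enzyme; input: 0.625 nM LMPTP-A final; reagent: OMFP substrate, 400 µM final; compound dosing: 20 µM single dose, 3% DMSO; incubation: 50 min dark incubation at room temperature; measured by: endpoint fluorescence intensity from OMFP dephosphorylation; measure: % inhibition relative to no-enzyme and uninhibited control wells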
# SUMO1 PPI mod – alters human SUMO1 binding to SIM partners; AID 602429; inhibition, % at 20 µM; 360,000 compounds, 0.33% hits; SUMO1 binding to a labelled peptide, TR-FRET, 1 h; in the data active = inhibition above about 37%
# Target sequence (P63165 whole entry, looked up): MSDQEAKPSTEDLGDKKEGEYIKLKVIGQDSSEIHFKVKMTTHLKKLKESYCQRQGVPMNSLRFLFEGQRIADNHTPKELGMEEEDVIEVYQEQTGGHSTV
# CSN deneddyl inh – CSN deneddylation inhibition. inhibition, % at 12.5 µM. AID 651999. 360,000 compounds, 0.38% hits. Purified CSN, SCF-Nedd8-OG deneddylation, fluorescence polarization;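 active = pattern-corrected inhibition above about 35%, with an unprinted fluorescence ratio check between 0.5 and 1.5, limit read from the data, passing the limit was not always enough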;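 note: 0% = enzyme with substrate and 100% = substrate without enzyme; some results filed as inactive read as strong as hits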
#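 assay system = purified human Csn5 enzyme expressed in HEK293T cells | amount = 0.24 nM enzyme | buffer or medium = Tris/NaCl/DTT buffer, pH 7.5 | reagent = 10 nM SCFSkp2-Nedd8OG | compound = one concentration, 12.5 µM, 0.25% DMSO | times = 90 min reaction at room temperature | signal = FP | read-out basis = % inhibition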
# Rpn11 block – Rpn11 (human) deubiquitinase inhibition; O00487; human 26S proteasome, Ub4-pepOG fluorescence polarization; 20S core pre-blocked with epoxomicin; calls only at 20 µM; 360,000 compounds, 0.59% hits;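 active = inhibition at 20 µM, scaled to each plate's controls, above about 33%, limit read from the data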
# Tb MetRS inh – Trypanosoma brucei MetRS inhibition; purified T. brucei MetRS, ATP depletion, Kinase-Glo luminescence; inhibition, % at 11.9 µM; 360,000 compounds, 0.4% hits; AID 624268;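 active = inhibition above a per-plate cutoff of the control wells' mean inhibition plus 3 SD, cut at about 5.5% in these data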;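 note: 0% = DMSO wells median and 100% = median of wells with control inhibitor compound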
#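 System: purified T. brucei MetRS enzyme / Detection: Kinase-Glo luciferase luminescence reporting remaining unconsumed ATP / Medium: HEPES buffer with MgCl2, KCl, DTT, spermine, BSA, pyrophosphatase / Replication: singlicate, one well per compound / Evaluation: percent inhibition relative to median high and low control wells / Schedule: 2 h aminoacylation at 25 °C after 15 min preincubation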
# PABP1 MLLE inh – inhibitors of microRNA-mediated deadenylation, human PABP1 MLLE binding; GST-MLLE / FITC-PAM2 fluorescence polarization; 360,000 compounds, 0.36% hits; P11940; inhibition, % at 20 µM; in the data active = inhibition above about 35%, passing the limit was not always enough;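 note: plate controls were DMSO wells with GST-MLLE for no effect and wells lacking GST-MLLE protein for full effect; some results filed as inactive read as strong as hits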
# Starred values were filed as active, the others as inactive; i = inactive; · = no result given.
smiles	PABP1 MLLE inh	Rpn11 block	LMPTP block	Scp1 inh	STEP block	SUMO1 PPI mod	NadD inh	DNMT1 block	CSN deneddyl inh	Tb MetRS inh
Cc1ccccc1-n1c(=O)cc(NCc2ccc3c(c2)OCO3)[nH]c1=O	-4	i	-0.4	-2	5	0	-3	1	0	-0.3
COc1ccc(OC)c(NC(=O)COC(=O)/C=C/c2c(C)nn(C3CCS(=O)(=O)C3)c2Cl)c1 (centres undefined)	-14	i	-0.8	-10	3	2	-1	-2	-1	-1.1
Cn1c(COc2ccc([N+](=O)[O-])cc2)nnc1SCC(N)=O	-49	i	-0.2	-5	-2	-21	-5	-7	0	0.5
Cc1cccc(NC(=S)N2CCC(NC(=O)c3ccco3)CC2)c1	-68	i	-1.3	-1	3	-5	2	1	-2	-0.5
O=C(CN(C(=O)c1csnn1)c1ccc(F)c(Cl)c1)NC1CCCC1	22	i	-1.0	-5	0	10	-3	2	-1	-0.1
CCOC(=O)c1c(N)c(C#N)c2n1CCCC2	6	i	-1.1	-10	-5	2	-2	-1	3	-0.4
O=C(NC1CCCCC1)NC1CC2CCC(C1)N2C(=S)NCc1ccco1 (centres undefined)	-93	i	0.6	0	2	-2	5	-5	-1	0.3
COc1ccc(NC(=O)CN2CCC3(O)CCCCC3C2c2cc(OC)ccc2OC)cc1 (centres undefined)	-15	i	-1.5	6	0	0	0	-3	-1	-0.4
CCOc1ccccc1N1CCN(C(=O)c2cc3c(C)cc(C)cc3[nH]2)CC1	-6	i	4.0	6	-1	0	4	-7	-6	-0.5
Cc1cc(NC(=O)Nc2ccccc2Cl)no1	12	i	-1.2	-7	-2	3	0	0	6	0.4
CC(C)(C)c1ccc(OCCCN2CCCC2)cc1	6	i	-5.4	1	2	3	-6	0	-1	-0.9
COc1ccc(NS(=O)(=O)c2csc(C(=O)N3CCCC3)c2)cc1	-7	i	-1.3	-3	-1	-2	-5	0	3	-0.2
CCOc1cc(C(=O)N2CCN(c3ccccn3)CC2)cc(OCC)c1OCC	12	i	0.0	-3	-4	-3	-7	0	6	0.0
COCc1c(C(=O)N2CCN(Cc3ccc4c(c3)OCO4)CC2)oc2ccccc12	14	i	0.6	1	-2	-2	-4	-1	0	-0.2
O=C1C2C3c4ccccc4C(c4ccccc43)[C@@H]2C(=O)N1c1nc(-c2ccccc2)cs1 (some centres undefined)	-2	i	0.9	-13	3	-2	7	-5	6	0.7
CCOC(=O)C1=CCN(S(=O)(=O)c2ccccc2C)C1c1ccc(Br)cc1 (centres undefined)	-7	i	3.8	·	1	2	-7	-12	5	-0.7
CCn1c(SC(C)C)nnc1C1CCN(S(=O)(=O)c2ccc(OC)cc2)CC1	-79	i	-1.5	-1	-2	-1	4	1	4	0.4
O=C([C@H](Cc1ccccc1)N1C(=O)c2ccccc2C1=O)N1CCOCC1	10	i	-1.3	-3	-1	-2	0	1	0	-0.3
O=C(Nc1cccc(C(F)(F)F)c1)c1cc2ncc(Br)cn2n1	-1	i	10	7	32	1	-11	11	0	-0.8
NNC(=O)CNC(c1ccccc1)c1cc(Br)ccc1NC(=O)c1ccc(Br)cc1 (centres undefined)	-1	i	0.9	4	0	-5	24	4	3	-0.8

# Entries of single compounds as entered above.
# O=C(CN(C(=O)c1csnn1)c1ccc(F)c(Cl)c1)NC1CCCC1 in the list: PABP1 MLLE inh: 22; Rpn11 block: i; LMPTP block: -1.0; Scp1 inh: -5; STEP block: 0; SUMO1 PPI mod: 10; NadD inh: -3; DNMT1 block: 2; CSN deneddyl inh: -1; Tb MetRS inh: -0.1
# Cn1c(COc2ccc([N+](=O)[O-])cc2)nnc1SCC(N)=O in the list: PABP1 MLLE inh: -49; Rpn11 block: i; LMPTP block: -0.2; Scp1 inh: -5; STEP block: -2; SUMO1 PPI mod: -21; NadD inh: -5; DNMT1 block: -7; CSN deneddyl inh: 0; Tb MetRS inh: 0.5

# Further entries
smiles	PABP1 MLLE inh	Rpn11 block	LMPTP block	Scp1 inh	STEP block	SUMO1 PPI mod	NadD inh	DNMT1 block	CSN deneddyl inh	Tb MetRS inh
Cn1nc(C(=O)OCc2ccccc2F)c2ccccc2c1=O	12	i	-0.3	-7	-1	-2	-6	0	4	-0.3
Cn1nc(C(=O)Nc2cccc(S(N)(=O)=O)c2)c2ccccc2c1=O	-11	i	-1.0	-12	3	-1	-2	1	2	-0.2
COc1cccc(NC(=O)CCN2C(=O)c3ccccc3S2(=O)=O)c1	-2	i	-1.0	-4	-2	-3	-7	0	7	-0.2
COc1cccc(OC)c1C(=O)NC(=S)NNC(=O)[C@H]1C[C@@H]1c1ccccc1	-75	i	-0.8	-4	-1	2	4	1	-3	0.1
O=C1CCC[C@@H]2Cc3nc4ccc(O)cc4cc3[C@@H]3CCN1[C@H]23	-12	i	-0.4	-6	0	8	-1	-9	2	0.7
COc1ccc(N2CCN(C(=O)CCNC(=O)Cn3ccc4ccccc4c3=O)CC2)cc1	2	i	-0.9	-9	0	-4	-4	2	-4	0.2
CCC(C)NCCOCCSc1ccc(Cl)cc1 (centres undefined)	-2	i	-0.7	-2	0	-1	-1	1	-4	-1.2
CC(C)(C)C1CCC(=O)N(CCC#N)CC1 (centres undefined)	-4	i	-0.9	-6	0	0	-2	2	-4	-0.3
CSc1cccc(NC(=O)C2CCCN(S(=O)(=O)c3cnc[nH]3)C2)c1 (centres undefined)	-12	i	-2.6	24	-2	-3	6	-1	-4	0.0
Clc1ccc(C2CC(c3cccs3)n3ncnc3N2)cc1Cl (centres undefined)	10	i	-0.1	3	1	4	4	-1	-3	-0.5
O=C(Nc1nccs1)c1ccc[nH]c1=O	12	i	-0.8	1	0	3	-8	2	-1	0.1
CCCn1c(SCC(=O)N2CCc3ccccc32)n[nH]c1=O	-3	i	1.6	-1	2	3	1	0	-2	-0.3
C=CCN(C(=O)CCS(=O)(=O)c1cccc2nsnc12)c1ccccc1	19	i	-1.1	-3	5	-36	-10	-1	0	-0.5
Cc1ccccc1S(=O)(=O)N1[C@@H](c2ccc(F)cc2)C(C(=O)O)=CC[C@H]1c1ccc(Cl)cc1	-3	i	0.7	8	1	11	5	4	4	0.2
Cc1ccc(SCC(=O)NN=C2CCN(C)CC2)cc1	-1	i	-0.4	-8	-1	5	-3	1	-6	0.3
NC(=O)C1CCCN(C(=O)CCCNC(=O)c2ccc(Cl)cc2)C1 (centres undefined)	-2	i	-0.6	-1	0	2	-2	1	6	0.2
CCCC(=O)NCn1nnc(-c2ccc(Cl)cc2)n1	-18	i	-2.1	-6	0	4	-1	-2	-5	-0.2
COc1cc2[nH]c(=S)n(C3CCCC3)c(=O)c2cc1OC	-37	i	0.3	-8	1	-4	-6	-3	10	-0.7
CCc1cc(=O)oc2cc(C)cc(OCC(=O)NC3CCN(Cc4ccccc4)CC3)c12	3	i	-0.2	6	-5	11	-10	6	-4	-0.9
CC1(C(=O)NS(=O)(=O)C2CC2)CCN(C(=O)c2cc(F)cc(F)c2)C1 (centres undefined)	4	i	-1.6	·	-3	2	5	4	0	0.1
CC[C@@]1(C(=O)OC)N[C@H](CN(C)S(=O)(=O)c2ccccc2)[C@@H]2C(=O)N(Cc3ccccc3)C(=O)[C@@H]21	3	i	-0.3	1	-3	1	-1	1	-1	-1.8
COc1ccc(CCN(C)S(=O)(=O)c2ccc(Cl)nc2)cc1OC	-1	i	0.1	-5	4	4	-4	4	-1	-1.0
Cc1ccc(S(=O)(=O)/N=C2\C=C(NS(=O)(=O)c3ccc(C)cc3)C(=O)c3ccccc32)cc1	11	i	2.6	·	-2	18	14	22	3	0.3
Cc1ccc(CNC(=O)c2ccc(NC(=O)C3=CSCCO3)cc2)cc1	4	i	0.6	-14	3	-2	-2	-2	-2	-0.4
COc1ccc(/C=C2\CCc3ccccc3C2=O)cc1Cn1nc(C)cc1C	-1	i	2.6	6	4	-16	0	-8	1	-0.8
CN(C(=O)c1ccc(NC(=O)Cc2ccc(NC(=O)C3CCN(C(=O)C4CCC4)CC3)cc2)cc1)C1CCCC1	11	i	-0.4	-4	-3	4	6	0	0	-0.3
COc1cccc(CNc2nc3cc(-c4ccc(C(=O)N5CCN(C)CC5)cc4)sc3c(=O)n2C)c1	-11	i	0.0	·	2	-29	-5	-5	-4	0.5
O=C(Nc1cccc(S(=O)(=O)NC2=NCCCCC2)c1)c1cccnc1Cl	-1	i	-1.3	-11	-1	-4	-2	-6	2	-0.4
Cc1ccc(C)c(N2CCN(S(=O)(=O)c3c(C)noc3/C=C/N(C)C)CC2)c1	9	i	3.7	-4	1	-3	2	-11	5	-0.9
O=C(COC(=O)C1CC2CCCC(C1)C2=O)NNC(=O)c1ccc([N+](=O)[O-])cc1 (centres undefined)	1	i	-0.6	-3	4	-20	1	2	-3	-0.4
COc1ccccc1-n1cnnc1SC(C)C(=O)Nc1ccc(NC(C)=O)cc1 (centres undefined)	-8	i	-1.9	-9	1	0	-3	3	0	-0.1
O=C(CN1C(=O)c2cccc3cccc1c23)NC1CCCC1	24	i	1.6	7	0	-22	4	1	-2	-0.5
CC(/C=N/n1c(-c2n[nH]c3c2CCC3)n[nH]c1=S)=C\c1ccco1	-21	i	1.3	-4	3	0	10	25	4	-0.1
O=S(=O)(c1ccc(NC(=S)NCc2ccncc2)cc1)N1CCCCC1	0	i	-0.2	-4	2	-2	-6	1	1	-0.2
N#CCCN1CCCc2cc(N=Nc3ccc(C(F)(F)F)cc3)ccc21	0	i	4.4	1	7	-49	3	-10	2	0.5
COCC(=O)n1cc(C(=O)OC)c2ccccc21	-5	i	0.2	-5	2	2	-2	6	4	-0.2
O=C(CN1C(=O)NC2(CCCC2)C1=O)OCCOc1cccc(Cl)c1	-2	i	-1.0	-6	5	-2	-6	2	-1	-0.1
COc1ccc(C2Nc3ccccc3C(=O)N2c2ccc(C)cc2)cc1COc1ccccn1 (centres undefined)	-3	i	-2.3	-2	-2	-2	2	0	4	-0.5

# Bioassay records (PubChem)

# Hits appear at their usual frequency; overall some 3.6% were active at least once.
